Screening data as filed in PubChem.
PKA-R1A act: activators of PKA-R1A holoenzyme, primary screen, biochemical, fluorescence polarization, Cy5-IP20, bovine R1A, mouse PKAc | cAMP-dependent protein kinase type I-alpha regulatory subunit (Bos taurus) + … | PKA-R1A dissociation; scaled: DMSO 0%, 113 µM cGMP 100% | activation, % at 11.4 µM | hit rate 0.083% among 340,000 | AID 504707, 2011;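 active = percent activation above the mean of all tested compounds plus 3 SD, cut at about 19% in these data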;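 note: higher means more PKAc released from R1A so a rise in polarization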
PKA-R2B act: activators of PKA-R2B holoenzyme, primary screen, biochemical, fluorescence polarization, Cy5-IP20, human. cAMP-dependent protein kinase catalytic subunit beta (Homo sapiens) + cAMP-dependent …. PKA-R2B holoenzyme dissociation; R2B truncated from residue 108, S112A mutant; 0% DMSO only, 100% 113 µM cGMP. activation, % at 11.4 µM. hit rate 0.079% among 340,000. AID 504700, 2011;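 active = activation above a cutoff set at the mean over all compounds plus 3 SD, cut at about 18% in these data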;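 note: higher means more holoenzyme dissociation and a rise in polarization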
Target sequence (P31323 whole entry, looked up, other chains not shown, the tested form may be a part): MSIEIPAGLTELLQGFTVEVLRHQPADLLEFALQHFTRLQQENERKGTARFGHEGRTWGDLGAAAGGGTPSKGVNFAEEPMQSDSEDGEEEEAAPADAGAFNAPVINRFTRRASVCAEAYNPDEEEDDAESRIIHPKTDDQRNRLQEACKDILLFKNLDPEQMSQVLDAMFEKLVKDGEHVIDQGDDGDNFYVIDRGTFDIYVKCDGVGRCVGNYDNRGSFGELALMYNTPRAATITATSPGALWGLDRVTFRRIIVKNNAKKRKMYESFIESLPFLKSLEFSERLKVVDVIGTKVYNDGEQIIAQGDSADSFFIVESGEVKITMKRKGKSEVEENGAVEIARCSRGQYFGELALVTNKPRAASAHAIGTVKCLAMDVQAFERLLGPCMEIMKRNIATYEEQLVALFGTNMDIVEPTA
SUMO Mot1 rescue: yeast Mot1-301 growth rescue at high temperature, primary screen, SUMOylation pathway inhibitor project, S. cerevisiae, ATP luminescence, 38.5C; S. cerevisiae Mot1-301 growth rescue; percent above DMSO median, 100 means doubled; growth rescue, % at 18.8 µM; hit rate 1% among 320,000; AID 2716, 2010;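 active = every valid replicate shows activation above 250% relative to neutral control wells; inactive = the rest, any valid replicate at or below 250%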;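 note: OY570 slx delta 5 strain wells were the positive control but not used for scaling; some compounds called inactive have numbers as strong as hits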
AddAB inh: growth inhibition of E. coli expressing H. pylori AddAB, primary screen, AddAB inhibitor project, absorbance; inhibition, % at 11.9 µM; hit rate 0.29% among 330,000; in the data active = inhibition above about 12%;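 note: 0% = vehicle wells of infected cells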
DAGLB inhibitor: DAGLB lipase inhibitors, primary screen, biochemical, fluorescence, HTS; Diacylglycerol lipase-beta (Homo sapiens), Q8NCG7; HEK293T DAGLB membrane lysate, EnzChek fluorogenic substrate; inhibition, % at 5.17 µM; hit rate 0.059% among 340,000; AID 504411, 2011; in the data active = inhibition above about 34%;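 note: 0% = enzyme with vehicle and 100% = wells lacking enzyme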
Target sequence (Q8NCG7 whole entry, looked up): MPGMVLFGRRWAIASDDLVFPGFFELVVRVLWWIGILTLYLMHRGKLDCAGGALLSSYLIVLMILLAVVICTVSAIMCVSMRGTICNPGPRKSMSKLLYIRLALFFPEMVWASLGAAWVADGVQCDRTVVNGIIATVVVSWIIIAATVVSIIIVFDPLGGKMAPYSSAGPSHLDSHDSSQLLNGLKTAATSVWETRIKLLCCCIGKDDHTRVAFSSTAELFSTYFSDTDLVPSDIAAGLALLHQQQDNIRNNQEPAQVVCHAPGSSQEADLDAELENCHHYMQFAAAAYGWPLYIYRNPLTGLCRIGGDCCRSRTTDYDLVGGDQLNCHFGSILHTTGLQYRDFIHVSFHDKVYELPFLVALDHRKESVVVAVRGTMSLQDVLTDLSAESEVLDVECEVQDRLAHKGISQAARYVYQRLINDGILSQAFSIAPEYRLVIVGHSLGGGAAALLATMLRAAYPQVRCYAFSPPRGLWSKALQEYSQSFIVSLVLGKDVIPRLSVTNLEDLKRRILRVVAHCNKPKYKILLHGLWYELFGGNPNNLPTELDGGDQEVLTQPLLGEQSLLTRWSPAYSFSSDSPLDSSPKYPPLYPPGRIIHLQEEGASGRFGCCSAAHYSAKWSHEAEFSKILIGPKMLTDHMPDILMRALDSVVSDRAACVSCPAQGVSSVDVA
CDK5 inh: inhibitors of human CDK5/p35 kinase, primary screen, biochemical, single concentration | hit rate 0.01% among 330,000 | inhibition, % at 10 µM | AID 488839, 2010 | Recombinant CDK5/p35, ADP-Glo luminescence, 60 min | Cyclin-dependent kinase 5 (Homo sapiens) + Cyclin-dependent kinase 5 activator 1 (Homo …;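 active = highest replicate inhibition of at least 50% and at least 75% of replicates reaching 50%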;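 note: plate controls were DMSO neutral control for no effect and GW8510 at 10 µM for full effect; many of its hits are not listed in these tables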
phage Ecoli inh: growth loss of phage-infected E. coli, primary screen, RecBCD inhibitor project, absorbance, with phage, HTS; inhibition, % at 11.9 µM; hit rate 0.26% among 360,000; AID 651602, 2012; in the data active = inhibition above about 11%
HTR5A inv ctr: HTR5A inverse agonists in luminescence cell assay, primary screen, counter-screen for OPRM1-OPRD1 heterodimer inverse agonist project, full-deck HTS; 5-hydroxytryptamine receptor 5A (Homo sapiens), P47898; HTR5A cell line, inverse agonism; inhibition, % at 9.3 µM; hit rate 0.083% among 340,000; in the data active = inhibition mostly above about 23%, no sharp cut-off; inactive = mostly below about 18%;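 note: 0% = cells with DMSO and 100% = no-cell wells with DMSO; some compounds called inactive have numbers as strong as hits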
E coli growth: E. coli V3065 growth inhibition, primary screen, counter-screen for AddAB inhibitor project, absorbance, OD600. 18 h. inhibition, % at 11.9 µM. hit rate 0.27% among 330,000. AID 449728, 2010;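 active = inhibition above the campaign's mean inhibition across all tested compounds plus 3 SD, cut at about 9.9% in these data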;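 note: uninfected addAB+ strain grown without phage in ampicillin broth; 0% = DMSO wells and 100% = ciprofloxacin 0.95 µg/ml wells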
HTR5A ag: HTR5A agonists in luminescence cell assay, primary screen, counter-screen for OPRM1-OPRD1 heterodimer agonist project, full-deck HTS. cell-based. activation, % at 9.3 µM. hit rate 0.61% among 340,000; in the data active = activation mostly above about 9.5%, no sharp cut-off; inactive = mostly below about 7.6%;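 note: 0% = cells with vehicle only and 100% = reference agonist; strong numbers were not always called active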
Tat transport: E. coli Tat export inhibitors, primary screen, MC4100, TorA-mCherry reporter, fluorescence, single point | inhibition, % at 10 µM | hit rate 0.036% among 340,000;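 active = mean replicate inhibition at least 50% and at least half of replicates individually reaching 50%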;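 note: exported cargo escapes ClpAP degradation while cytoplasmic cargo is degraded and loses fluorescence; 0% = median of neutral control wells and 100% = median of NaSCN control wells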
Active calls of the source: *.

Screening COc1ccc(N(CC(=O)N/N=C/c2cc(Br)c(C)o2)S(=O)(=O)c2ccc(NC(C)=O)cc2)cc1 returned PKA-R1A act -14, PKA-R2B act -14, SUMO Mot1 rescue -23, AddAB inh 3.1, DAGLB inhibitor 1, CDK5 inh -1.6, phage Ecoli inh 1.7, HTR5A inv ctr 10, E coli growth -1.8, HTR5A ag -4 and Tat transport 7.
Screening COc1ccccc1C(C)NCC(=O)NC(=O)NCc1ccco1 (stereo unspecified) returned PKA-R1A act -4, PKA-R2B act -8, SUMO Mot1 rescue 42, AddAB inh 1.5, DAGLB inhibitor 3, CDK5 inh -0.1, phage Ecoli inh -0.5, HTR5A inv ctr 12, E coli growth 0.6, HTR5A ag -5 and Tat transport -2.
Cc1ccc(C(C(=O)NC2CCCCC2)N(C(=O)CCCC(=O)Nc2ccccn2)c2ccc3c(c2)OCCO3)cc1 (stereo unspecified) was read as PKA-R1A act 8, PKA-R2B act -2, SUMO Mot1 rescue 334, AddAB inh 1.3, DAGLB inhibitor 1, CDK5 inh -0.6, phage Ecoli inh 4.0, HTR5A inv ctr -1, E coli growth -1.6, HTR5A ag 0 and Tat transport -2.
`CC(Sc1cccc[n+]1[O-])C(=O)Nc1cccc(S(=O)(=O)N2CCOCC2)c1` (stereo unspecified) gave PKA-R1A act 1, PKA-R2B act 3, SUMO Mot1 rescue -10, AddAB inh 2.8, DAGLB inhibitor -3, CDK5 inh 0.3, phage Ecoli inh 1.5, HTR5A inv ctr -12, E coli growth 1.6, HTR5A ag 2 and Tat transport -5.
`N#C/C(=C\c1ccccc1OCc1ccc(C(=O)O)cc1)C(=O)Nc1ccc(O)cc1` gave PKA-R1A act 1, PKA-R2B act -2, SUMO Mot1 rescue 9, AddAB inh -0.6, DAGLB inhibitor 5, CDK5 inh 2.3, phage Ecoli inh 4.7, HTR5A inv ctr 12, E coli growth 1.7, HTR5A ag -5 and Tat transport 0.
For O=C(CN(C(=O)CCC(=O)Nc1nccs1)c1cccc(F)c1)NCCc1ccccc1 the results were PKA-R1A act -3, PKA-R2B act 0, SUMO Mot1 rescue 0, AddAB inh 1.5, DAGLB inhibitor 3, CDK5 inh -3.9, phage Ecoli inh 2.6, HTR5A inv ctr 11, E coli growth -1.6, HTR5A ag -4 and Tat transport -2.
For Cn1ncc(Br)c1C(=O)N/N=C/c1ccc(OS(=O)(=O)c2ccccc2)cc1 the results were PKA-R1A act -5, PKA-R2B act -2, SUMO Mot1 rescue 37, AddAB inh 1.9, DAGLB inhibitor 1, CDK5 inh 1.0, phage Ecoli inh 1.4, HTR5A inv ctr -2, E coli growth -3.2, HTR5A ag 2 and Tat transport 8.
`Cc1cccc(NC(=O)CN2CCN(C(=O)c3cccc(-n4cnnn4)c3)CC2)c1C` gave PKA-R1A act 10, PKA-R2B act 2, SUMO Mot1 rescue 9, AddAB inh 0.8, DAGLB inhibitor -1, CDK5 inh 0.7, phage Ecoli inh 0.1, HTR5A inv ctr -6, E coli growth 3.3, HTR5A ag 2 and Tat transport -3.
COC(=O)c1sc2nc(CSc3nc4ccc(C)cc4[nH]3)[nH]c(=O)c2c1C was read as PKA-R1A act -1, PKA-R2B act -5, SUMO Mot1 rescue 0, AddAB inh 3.9, DAGLB inhibitor 3, CDK5 inh 0.3, phage Ecoli inh 1.0, HTR5A inv ctr -19, E coli growth 3.2, HTR5A ag 7 and Tat transport 1.
For CCN1CCN(c2ccc(S(=O)(=O)N3CCCCC3)cc2NC(=O)c2cccc(NC(C)=O)c2)CC1 the results were PKA-R1A act 1, PKA-R2B act 5, SUMO Mot1 rescue -1, AddAB inh -1.7, DAGLB inhibitor 1, CDK5 inh 1.7, phage Ecoli inh -0.7, HTR5A inv ctr 16, E coli growth -2.7, HTR5A ag -1 and Tat transport 0.
`Cc1ccc(-n2ncc(C(=O)Nc3ccc(Cl)cc3)c2C2CCNCC2)cc1C` gave PKA-R1A act -5, PKA-R2B act -2, SUMO Mot1 rescue -20, AddAB inh 1.3, DAGLB inhibitor 0, CDK5 inh -0.1, phage Ecoli inh 2.7, HTR5A inv ctr 2, E coli growth -2.1, HTR5A ag -1 and Tat transport -4.
CC1CCN(c2c(NCc3ccc(C(=O)N4c5ccccc5CC4C)cc3)c(=O)c2=O)CC1 (stereo unspecified) was read as PKA-R1A act 9, PKA-R2B act 5, SUMO Mot1 rescue -1, AddAB inh 0.9, DAGLB inhibitor 6, CDK5 inh -1.0, phage Ecoli inh 0.5, HTR5A inv ctr -13, E coli growth 0.1, HTR5A ag 5 and Tat transport -5.
Screening O=C(CNc1ccccc1-c1ccccc1)NCc1ccccc1 returned PKA-R1A act -11, PKA-R2B act -5, SUMO Mot1 rescue -27, AddAB inh 8.2, DAGLB inhibitor -4, CDK5 inh -2.5, phage Ecoli inh 3.6, HTR5A inv ctr 16, E coli growth 1.7, HTR5A ag 2 and Tat transport -5.
`COC(=O)N/N=C/c1cn(CCCOc2ccccc2)c2ccccc12` gave PKA-R1A act -17, PKA-R2B act -8, SUMO Mot1 rescue -7, AddAB inh 1.0, DAGLB inhibitor 0, CDK5 inh 1.2, phage Ecoli inh 4.2, HTR5A inv ctr -3, E coli growth -4.1, HTR5A ag 2 and Tat transport 8.
O=C(C(=O)N1CCN(Cc2ccc3c(c2)OCO3)CC1)c1c[nH]c2ccccc12 was read as PKA-R1A act -2, PKA-R2B act -11, SUMO Mot1 rescue -23, AddAB inh 2.6, DAGLB inhibitor -3, CDK5 inh -1.0, phage Ecoli inh -1.7, HTR5A inv ctr 8, E coli growth 1.1, HTR5A ag 0 and Tat transport 4.
Screening CCCCN(C(=O)c1ccc(Cl)c(S(=O)(=O)N2CCOCC2)c1)c1c(N)n(CCC)c(=O)[nH]c1=O returned PKA-R1A act 6, PKA-R2B act -2, SUMO Mot1 rescue -21, AddAB inh 1.7, DAGLB inhibitor 1, CDK5 inh 0.4, phage Ecoli inh -1.1, HTR5A inv ctr 2, E coli growth 3.9, HTR5A ag 1 and Tat transport 2.
For CC(=O)c1cccc(S(=O)(=O)Nc2c(C)nn(C)c2C)c1 the results were PKA-R1A act 1, PKA-R2B act 7, SUMO Mot1 rescue 25, AddAB inh 0.1, DAGLB inhibitor -3, CDK5 inh -0.4, phage Ecoli inh 0.1, HTR5A inv ctr -10, E coli growth -2.6, HTR5A ag 4 and Tat transport 3.
Screening CCOC(=O)c1sc(-n2[nH]c(C)cc2=O)nc1C returned PKA-R1A act -11, PKA-R2B act -7, SUMO Mot1 rescue -26, AddAB inh -2.7, DAGLB inhibitor 6, CDK5 inh 0.1, phage Ecoli inh 3.9, HTR5A inv ctr -21, E coli growth -1.4, HTR5A ag 9 and Tat transport 5.
`COc1ccc(C)cc1NC(=S)N1CC(C)OC(C)C1` (stereo unspecified) gave PKA-R1A act 3, PKA-R2B act 3, SUMO Mot1 rescue 36, AddAB inh -0.4, DAGLB inhibitor -2, CDK5 inh -1.0, phage Ecoli inh 0.4, HTR5A inv ctr 5, E coli growth -0.8, HTR5A ag -2 and Tat transport -4.
Screening Cc1cc(C)cc(NC(=O)Nc2ccc(Cl)cn2)c1 returned PKA-R1A act 1, PKA-R2B act -3, SUMO Mot1 rescue 9, AddAB inh 0.8, DAGLB inhibitor -2, CDK5 inh -0.6, phage Ecoli inh 4.2, HTR5A inv ctr 0, E coli growth 0.3, HTR5A ag 0 and Tat transport 0.
`CN(C)c1nc(OCCNC(=O)Nc2ccccc2)nc(N(C)C)n1` gave PKA-R1A act 15, PKA-R2B act -1, SUMO Mot1 rescue -2, AddAB inh 1.9, DAGLB inhibitor -2, CDK5 inh 0.8, phage Ecoli inh 4.4, HTR5A inv ctr 13, E coli growth 3.0, HTR5A ag 0 and Tat transport 3.
Screening O=C(O)CNS(=O)(=O)c1ccc(Br)s1 returned PKA-R1A act -5, PKA-R2B act 1, SUMO Mot1 rescue 2, AddAB inh 2.7, DAGLB inhibitor 2, CDK5 inh -1.5, phage Ecoli inh 1.3, HTR5A inv ctr 3, E coli growth -1.1, HTR5A ag 0 and Tat transport 1.
`CN(CCOc1ccccc1)CC(=O)Nc1cc([N+](=O)[O-])ccc1Cl` gave PKA-R1A act -1, PKA-R2B act 0, SUMO Mot1 rescue 235, AddAB inh -0.1, DAGLB inhibitor -2, CDK5 inh 0.2, phage Ecoli inh 0.8, HTR5A inv ctr 2, E coli growth 3.0, HTR5A ag -1 and Tat transport 0.
`CN(C)c1nc(/C=C(\C#N)C(N)=O)c(Cl)n1-c1ccc(F)cc1` gave PKA-R1A act -2, PKA-R2B act -2, SUMO Mot1 rescue -18, AddAB inh 0.9, DAGLB inhibitor 4, CDK5 inh 0.1, phage Ecoli inh 3.4, HTR5A inv ctr 9, E coli growth 1.3, HTR5A ag -4 and Tat transport 8.
`O=C(c1ccccc1F)n1c2c(c3ccccc31)CCCC2` gave PKA-R1A act -7, PKA-R2B act -6, SUMO Mot1 rescue 8, AddAB inh 0.2, DAGLB inhibitor -8, CDK5 inh -2.2, phage Ecoli inh -0.1, HTR5A inv ctr -12, E coli growth -0.2, HTR5A ag 3 and Tat transport 5.
COc1ccc(C2=NN(C(C)=O)C(c3ccccc3)C2)cc1 (stereo unspecified) was read as PKA-R1A act -2, PKA-R2B act 7, SUMO Mot1 rescue 3, AddAB inh 4.2, DAGLB inhibitor -2, CDK5 inh -0.5, phage Ecoli inh -2.5, HTR5A inv ctr -15, E coli growth 0.3, HTR5A ag 4 and Tat transport -7.
`Cc1ccnc(Nc2nc(-c3ccc(F)cc3)cs2)c1` gave PKA-R1A act -5, PKA-R2B act -9, SUMO Mot1 rescue 22, AddAB inh 1.5, DAGLB inhibitor -1, CDK5 inh 0.3, phage Ecoli inh 5.8, HTR5A inv ctr -7, E coli growth 1.8, HTR5A ag 2 and Tat transport 3.
For CSc1ncccc1C(=O)OCC(=O)NC1CCS(=O)(=O)C1 (stereo unspecified) the results were PKA-R1A act -11, PKA-R2B act -5, SUMO Mot1 rescue 10, AddAB inh -0.1, DAGLB inhibitor 0, CDK5 inh 1.0, phage Ecoli inh 0.4, HTR5A inv ctr -6, E coli growth 0.7, HTR5A ag 4 and Tat transport 5.
